TNAP inh noacc: TNAP (human) inhibition, acceptor-free conditions | hit rate 0.26% among 200,000 | P05186 | inhibition, % at 20 µM | AID 1012 | purified TNAP, CDP-star luminescence, 30 min;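 active = tissue-nonspecific alkaline phosphatase inhibition above about 50% at 20 µM in the single-dose screen, limit read from the data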;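 also: 0% = DMSO negative control and 100% = EDTA positive control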
Target sequence (P05186 whole entry, looked up): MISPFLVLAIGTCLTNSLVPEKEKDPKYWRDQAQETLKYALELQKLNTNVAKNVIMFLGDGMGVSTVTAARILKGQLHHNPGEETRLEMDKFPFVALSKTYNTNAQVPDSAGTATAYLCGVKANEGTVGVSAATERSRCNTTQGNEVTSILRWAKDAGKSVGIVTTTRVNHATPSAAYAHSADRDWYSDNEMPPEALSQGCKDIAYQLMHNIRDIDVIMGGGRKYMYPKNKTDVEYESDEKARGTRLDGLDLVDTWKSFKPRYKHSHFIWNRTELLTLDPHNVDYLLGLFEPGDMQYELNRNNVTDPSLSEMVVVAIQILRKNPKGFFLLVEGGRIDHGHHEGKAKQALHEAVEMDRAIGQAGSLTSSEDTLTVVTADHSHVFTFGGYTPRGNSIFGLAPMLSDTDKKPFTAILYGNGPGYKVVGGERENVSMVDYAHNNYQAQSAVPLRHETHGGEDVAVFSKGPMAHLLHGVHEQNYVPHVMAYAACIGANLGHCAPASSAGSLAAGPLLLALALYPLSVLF
Hsp70 activator: transcriptional activators of Hsp70; activation, % at 10 µM; AID 1203; HeLa Hsp70 promoter luciferase reporter, luminescence; scaled: vehicle 0, proteasome-inhibitor control 100%; hit rate 0.04% among 200,000;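 active = activation above the mean across all tested compounds plus 3 SD, cutoff set per campaign, cut at about 5.5% in these data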;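 also: 100% = MG132 at 30 µM as the positive control and 0% = DMSO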
PMI activator: activators of human phosphomannose isomerase; purified human PMI, coupled resazurin fluorescence, 20 min; stronger effect = higher value; 1 = vehicle control, 0 substrate-free wells; hit rate 0.005% among 190,000; activation factor at 20 µM; AID 1214;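 active = activation factor of 2 or more at 20 µM, relative to plate controls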
Target sequence (P34949 whole entry, looked up): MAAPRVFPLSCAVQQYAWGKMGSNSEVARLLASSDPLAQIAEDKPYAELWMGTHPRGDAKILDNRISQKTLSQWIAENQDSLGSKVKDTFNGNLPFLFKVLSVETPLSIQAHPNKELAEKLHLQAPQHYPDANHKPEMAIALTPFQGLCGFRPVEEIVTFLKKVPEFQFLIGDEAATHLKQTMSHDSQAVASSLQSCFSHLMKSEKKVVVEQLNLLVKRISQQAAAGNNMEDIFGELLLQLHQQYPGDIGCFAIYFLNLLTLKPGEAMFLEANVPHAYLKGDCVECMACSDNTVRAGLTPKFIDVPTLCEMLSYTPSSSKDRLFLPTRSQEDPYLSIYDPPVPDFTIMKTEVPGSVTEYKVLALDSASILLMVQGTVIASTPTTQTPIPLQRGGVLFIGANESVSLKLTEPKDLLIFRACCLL
TNAP inh hiacc: TNAP (human) inhibition, high acceptor | P05186 | purified TNAP, CDP-star luminescence, 1 M DEA | inhibition, % at 20 µM | hit rate 0.03% among 200,000;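 active = over 50% inhibition of tissue-nonspecific alkaline phosphatase at 20 µM in the single-dose screen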;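 also: plate controls were DMSO wells for no effect and EDTA-quenched wells as full inhibition for full effect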
RAM inhibit: inhibitors of the yeast RAM network; S. cerevisiae dse1pr::URA3 reporter, 5-FOA growth OD615, 2 d; analog-sensitive cbk1-as2 kinase mutant strain; inhibition, % at 50 µM; hit rate 1.8% among 190,000; AID 868;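 active = inhibition above a set limit, 3 SD over mean compound inhibition, cut at about 8.4% in these data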;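 also: 0% = DMSO-only wells with no growth and 100% = 10 µM 1-NA-PP1 full growth; inhibition rescues growth on 5-FOA so higher OD means more RAM inhibition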
PMI act satM6P: increases human PMI activity with near-saturating mannose 6-phosphate; P34949; hit rate 0.34% among 190,000; coupled PMI enzyme assay, resazurin fluorescence, 20 min; stronger effect = higher value; 1 = untreated enzyme, 0 = substrate-free blank; activation factor at 20 µM;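 active = activation factor of 2 or more at 20 µM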
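assay system = human phosphomannose isomerase with PGI, G6PDH, diaphorase coupling enzymes | quantity = 15 ng/mL PMI | incubation = enzyme reaction with compound 20 min at room temperature | medium = HEPES pH 7.4 buffer with MgCl2 and Tween-20 | compound dosing = one concentration, 20 µM, in 1% DMSO | measured by = Diaphorase-driven resazurin-to-resorufin fluorescence, excitation 544, emission 590 nm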
S1P3 antagonist: blocks the human S1P3 receptor; inhibition, % at 4.98 µM; Q99500; CHO S1P3 NFAT-BLA reporter, FRET fluorescence, antagonist mode; hit rate 0.27% among 170,000;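 active = inhibition above the plate cutoff, the mean inhibition of test wells on that plate plus 3 SD, cut at about 28% in these data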;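 also: cells challenged with S1P at its EC80 of 0.8 µM; blue over green emission ratio from cleaved BLA substrate after 4 h stimulation; 0% = S1P-stimulated wells and 100% = unstimulated DMSO-only wells; some compounds past the cut are filed as inactive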
DTT redox prof: compounds producing H2O2 with reducing agent – biochemical, NIH compound library profiling, artefact control for MLSCN library redox annotation, primary screen | DTT-dependent redox cycling H2O2, phenol red/HRP absorbance; 100% = 100 µM peroxide control, 0% = buffer | activation, % at 10 µM | hit rate 0.03% among 200,000;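 active = activation of at least 50% relative to the plate's high and low controls in the primary single-dose screen; inactive = activation below 50%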;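 also: compound incubated with DTT at 0.8 mM final as the reducing agent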
HMGR II inh: blocks class II HMG-CoA reductase of Enterococcus faecalis; inhibition, % at 10 µM; purified E. faecalis HMGR, NADPH absorbance 340 nm kinetic; hit rate 0.41% among 190,000; AID 1066;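 active = inhibition above a set limit, the median over all tested compounds plus 3 SD, cut at about 9.5% in these data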;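 also: enzyme runs in reverse so mevalonate oxidation gives rising NADPH absorbance; 0% = complete reaction with DMSO and 100% = background rate lacking mevalonate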
L major viab: inhibitors of Leishmania major promastigote growth | Leishmania major promastigotes, resazurin fluorescence viability | hit rate 9% among 200,000 | inhibition, % at 10 µM; in the data active = inhibition above about 50%;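 also: promastigotes grown with compound for 44 hours at 28 °C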
* = called active by the depositor; x = no result given.

(1) CC(NC(=O)c1ccnc(C(C)(C)C)c1)c1ccccc1 (centres undefined)
(2) C=CCOC(=O)COc1ccc2c(C)c(C)c(=O)oc2c1C
(3) COc1ccc(N(CC(=O)NCCC2=CCCCC2)S(=O)(=O)c2ccc(C)cc2)cc1OC
(4) CCOc1cc(/C=C2\SC(=N)N(c3nonc3N)C2=O)ccc1OCCN1CCOCC1
(5) COc1ccc(-c2c(C#N)c(N)nc3c2CCCC3)cc1OC
(6) CCC(=O)c1ccc(O)c(OC)c1
(7) O=C(NNS(=O)(=O)c1ccc(Br)cc1)c1cccs1
(8) O=C(CC1Nc2ccccc2NC1=O)Nc1ccccc1 (centres undefined)

compound no.	1	2	3	4	5	6	7	8
TNAP inh noacc	2	-8	1	-3	x	-11	-9	-5
Hsp70 activator	-0.2	0.0	-0.4	0.6	-0.3	0.3	-0.3	-0.1
PMI activator	1	1.1	0.9	0.9	x	1	0.9	1.1
TNAP inh hiacc	-1	-1	-4	0	x	-1	-6	2
RAM inhibit	0.9	1.0	1.8	-0.9	x	1.4	-0.8	1.3
PMI act satM6P	1	1	0.9	0.8	x	0.9	0.9	1.2
S1P3 antagonist	-4	11	-8	9	12	-2	1	8
DTT redox prof	-0.9	0.0	-0.3	-0.8	1.1	-1.1	-1.2	-0.1
HMGR II inh	3	-4	-3	4	x	-4	-5	0
L major viab	-2	0	85*	4	8	-10	-5	-4

(9) COc1ccc(C2c3c(oc4c(C)cc(C)cc4c3=O)C(=O)N2Cc2cccnc2)cc1OC (centres undefined)
(10) Cc1nc(-n2cc(F)c(=O)[nH]c2=O)c2nc(C)oc2n1
(11) COCCNC(=O)/C(C#N)=C\c1ccc(CNS(=O)(=O)c2ccccc2)o1
(12) CCn1c(=O)cc(OCC(=O)NCc2cccnc2)c2ccccc21
(13) CCSc1nc2c([nH]c3ccccc32)c(=O)n1C
(14) CCN(CC)S(=O)(=O)c1csc(C(=O)Nc2ccccn2)c1
(15) CCOC(=O)N1CCC(N2Cc3cccc(C(=O)NCc4ccc(OC)cc4)c3C2=O)CC1
(16) CCOC(=O)c1ccc(NC(=O)CNC(=O)C2CCCCC2)cc1

compound no.	9	10	11	12	13	14	15	16
TNAP inh noacc	-10	-4	1	-7	-11	-11	-3	-4
Hsp70 activator	x	-0.1	-0.3	0.5	0.1	0.1	-0.4	-0.2
PMI activator	1	0.9	x	1.1	0.8	0.9	1	0.9
TNAP inh hiacc	-4	3	3	0	-7	-2	3	2
RAM inhibit	x	0.9	0.8	1.6	2.2	0.5	2.0	-0.6
PMI act satM6P	1	0.9	x	1.1	0.9	1	1	0.9
S1P3 antagonist	-17	10	0	-17	-9	x	0	0
DTT redox prof	x	1.8	-0.4	-0.1	-0.9	3.3	0.5	1.4
HMGR II inh	x	3	0	4	-10	0	3	3
L major viab	x	3	-2	5	-7	-2	70*	-5

(17) COc1ccc2[nH]c(=O)c(COC(=O)c3cccs3)cc2c1
(18) COc1ccc(-c2nsc3c(N4CCN(S(=O)(=O)c5ccccc5F)CC4)ncnc23)cc1
(19) CN(C)S(=O)(=O)c1cc(NC(=O)c2cc(=O)[nH]c3ccccc23)ccc1Cl
(20) COc1ccc(CC(=O)Nc2ccc(-c3noc(-c4ccccc4OC)n3)cc2)cc1
(21) Cc1ccc(C)c(NC(=O)c2cnc3n(c2=O)CCS3)c1
(22) CNC(=O)c1ccc(N(Cc2ccccc2)S(C)(=O)=O)cc1
(23) CN(C)c1ccc(Nc2c3c4c(cccc4n(C)c2=O)C(=O)c2ccccc2-3)cc1
(24) Cc1cccnc1Nc1ncnc(N)c1[N+](=O)[O-]

compound no.	17	18	19	20	21	22	23	24
TNAP inh noacc	-4	-6	-2	-6	-11	-12	29	-5
Hsp70 activator	-0.1	0.2	1.2	-0.1	-0.3	0.0	-0.5	0.0
PMI activator	1	1	1	1	1	0.9	0.7	1
TNAP inh hiacc	2	-2	-1	0	-2	0	36	-1
RAM inhibit	3.0	1.9	3.1	3.3	2.5	1.6	0.4	1.4
PMI act satM6P	1	1	1	1	0.9	0.9	0.6	1.1
S1P3 antagonist	5	x	5	x	11	-3	-1	1
DTT redox prof	-0.6	2.9	0.3	0.0	-9.3	0.4	0.8	0.7
HMGR II inh	-3	-1	-4	-3	-3	-2	-2	1
L major viab	-2	-4	1	4	1	-11	59*	0

(25) S=C(NC1CCCCC1)N1CCN(Cc2ccccc2Cl)CC1
(26) COc1ccc2oc(=O)c(C(=O)N3CCCc4ccccc43)cc2c1
(27) COc1ccc(NS(=O)(=O)c2cccc(-c3nnc4n3CCCCC4)c2)cc1
(28) O=S(=O)(c1ccc(Cl)cc1)N1CCCC1c1nc(-c2ccc(Cl)cc2)no1 (centres undefined)
(29) CN(CCO)CC(O)Cn1cnc2c1c(=O)n(C)c(=O)n2C (centres undefined) (tested in a mixture with another compound)
(30) CC(=O)Nc1ccc(-c2csc(NC=C3C(=O)OC(C)(C)OC3=O)n2)cc1
(31) O=C(Nc1ccc(Cl)cc1C(=O)NCc1cccnc1)c1ccco1
(32) Cc1ccc(Nc2ncccc2C(=O)NCc2cccs2)c(C)c1

compound no.	25	26	27	28	29	30	31	32
TNAP inh noacc	-8	-6	2	-7	-13	-10	-13	-2
Hsp70 activator	-0.1	-0.2	0.6	-0.2	-0.4	0.1	0.3	-0.2
PMI activator	0.8	1	1	1	1	1.1	0.9	0.8
TNAP inh hiacc	-7	-4	-3	-2	-5	-5	-6	1
RAM inhibit	1.0	4.2	0.3	6.8	1.5	-0.5	-0.5	1.5
PMI act satM6P	0.8	1	1	1	0.9	1.1	0.9	0.9
S1P3 antagonist	-14	x	x	x	2	11	0	x
DTT redox prof	-0.4	-0.1	-0.5	0.5	-0.6	1.4	-0.1	1.3
HMGR II inh	-2	0	1	-7	-2	-4	0	-1
L major viab	8	-4	-6	-2	-2	1	-2	96*

(33) CC(C)NC(=O)c1ccc(CS(=O)(=O)c2ccc(Br)cc2)o1
(34) COCCN1Cc2cccc(C(=O)NCc3cccs3)c2C1=O
(35) O=C(O)C1CCCCC1C(=O)Nc1ccccn1 (centres undefined)
(36) COc1ccc(/C=C(/NC(=O)c2ccc([N+](=O)[O-])cc2)C(=O)NCCCN(C)C)cc1
(37) C=CCc1cccc(/C=N/NC(=O)CNc2cccc3ccccc23)c1O
(38) O=C(CNC(=O)C1CCCCC1)Nc1cc(Cl)cc(Cl)c1
(39) Cc1ccc(C(=O)N(CN2CCCC2=O)c2ccccc2)cc1C
(40) CCOP(=O)(OCC)C(NC(=O)Nc1ccccc1)C(N)=O (centres undefined)

compound no.	33	34	35	36	37	38	39	40
TNAP inh noacc	-13	-3	-9	-6	-60	-10	2	-3
Hsp70 activator	-0.1	0.2	-0.2	-0.1	-0.1	-0.2	-0.4	-0.5
PMI activator	1	1	1	1	0.6	0.9	1.1	1.1
TNAP inh hiacc	-4	0	-5	-3	9	-3	-3	-3
RAM inhibit	1.4	-0.2	0.3	1.4	3.0	0.1	2.0	2.4
PMI act satM6P	1.1	1	1.1	1	0.4	0.8	1	1.1
S1P3 antagonist	-4	-6	-14	-8	-34	x	-16	-2
DTT redox prof	-1.9	1.1	2.2	-0.5	-0.4	1.6	0.0	-0.3
HMGR II inh	-3	-6	-1	-14	2	-3	0	-3
L major viab	-6	-2	8	2	-14	-3	0	-4

Rewritten with values under each structure: 7 of the compounds above
Order of values – TNAP inh noacc	Hsp70 activator	PMI activator	TNAP inh hiacc	RAM inhibit	PMI act satM6P	S1P3 antagonist	DTT redox prof	HMGR II inh	L major viab
28. O=S(=O)(c1ccc(Cl)cc1)N1CCCC1c1nc(-c2ccc(Cl)cc2)no1 (centres undefined)
  -7	-0.2	1	-2	6.8	1	x	0.5	-7	-2
29. CN(CCO)CC(O)Cn1cnc2c1c(=O)n(C)c(=O)n2C (centres undefined) (tested in a mixture with another compound)
  -13	-0.4	1	-5	1.5	0.9	2	-0.6	-2	-2
30. CC(=O)Nc1ccc(-c2csc(NC=C3C(=O)OC(C)(C)OC3=O)n2)cc1
  -10	0.1	1.1	-5	-0.5	1.1	11	1.4	-4	1
31. O=C(Nc1ccc(Cl)cc1C(=O)NCc1cccnc1)c1ccco1
  -13	0.3	0.9	-6	-0.5	0.9	0	-0.1	0	-2
32. Cc1ccc(Nc2ncccc2C(=O)NCc2cccs2)c(C)c1
  -2	-0.2	0.8	1	1.5	0.9	x	1.3	-1	96*
33. CC(C)NC(=O)c1ccc(CS(=O)(=O)c2ccc(Br)cc2)o1
  -13	-0.1	1	-4	1.4	1.1	-4	-1.9	-3	-6
34. COCCN1Cc2cccc(C(=O)NCc3cccs3)c2C1=O
  -3	0.2	1	0	-0.2	1	-6	1.1	-6	-2

The listing continues.
(41) O=S(=O)(Nc1ccc(-n2cccc2)cc1)c1ccc(Cl)cc1Cl
(42) COc1cccc(-n2c(SCC(=O)NCc3cccs3)nc3ccccc3c2=O)c1
(43) Cc1cc(NC(=O)c2cc(C)on2)n(-c2ccccc2)n1
(44) CC(C)c1nccn1CCC(=O)O

compound no.	41	42	43	44
TNAP inh noacc	-6	-6	-13	3
Hsp70 activator	-0.3	-0.2	-0.4	0.3
PMI activator	0.8	1	1	0.9
TNAP inh hiacc	-4	1	-6	-2
RAM inhibit	3.0	2.5	2.6	1.7
PMI act satM6P	0.8	1.1	1.1	1
S1P3 antagonist	x	3	-18	x
DTT redox prof	1.8	-0.4	0.2	0.0
HMGR II inh	-6	0	1	3
L major viab	-6	4	-7	-4

Screening data deposited in PubChem by several laboratories.
